# Source: PubChem BioAssay (National Center for Advancing Translational Sciences (NCATS))
# L3MBTL1 block: blocks human L3MBTL1; AID 485360; Q9Y468; AlphaScreen L3MBTL1–H3K9me1 peptide binding; Potency, µM (top dose mostly 57.1 µM), inactives show top-dose activity, negative = inhibition, actives largely listed as inhibitors; actives 0.66% (n = 230,000); active = well fitted inhibition curve with a large enough effect; inconclusive = small, poorly fitted or top-dose-only effect; inactive = no such curve, though single readings can be large or run the other way; also: nearly all actives have a fitted effect of over 60% in size
# Target sequence (Q9Y468 whole entry, looked up): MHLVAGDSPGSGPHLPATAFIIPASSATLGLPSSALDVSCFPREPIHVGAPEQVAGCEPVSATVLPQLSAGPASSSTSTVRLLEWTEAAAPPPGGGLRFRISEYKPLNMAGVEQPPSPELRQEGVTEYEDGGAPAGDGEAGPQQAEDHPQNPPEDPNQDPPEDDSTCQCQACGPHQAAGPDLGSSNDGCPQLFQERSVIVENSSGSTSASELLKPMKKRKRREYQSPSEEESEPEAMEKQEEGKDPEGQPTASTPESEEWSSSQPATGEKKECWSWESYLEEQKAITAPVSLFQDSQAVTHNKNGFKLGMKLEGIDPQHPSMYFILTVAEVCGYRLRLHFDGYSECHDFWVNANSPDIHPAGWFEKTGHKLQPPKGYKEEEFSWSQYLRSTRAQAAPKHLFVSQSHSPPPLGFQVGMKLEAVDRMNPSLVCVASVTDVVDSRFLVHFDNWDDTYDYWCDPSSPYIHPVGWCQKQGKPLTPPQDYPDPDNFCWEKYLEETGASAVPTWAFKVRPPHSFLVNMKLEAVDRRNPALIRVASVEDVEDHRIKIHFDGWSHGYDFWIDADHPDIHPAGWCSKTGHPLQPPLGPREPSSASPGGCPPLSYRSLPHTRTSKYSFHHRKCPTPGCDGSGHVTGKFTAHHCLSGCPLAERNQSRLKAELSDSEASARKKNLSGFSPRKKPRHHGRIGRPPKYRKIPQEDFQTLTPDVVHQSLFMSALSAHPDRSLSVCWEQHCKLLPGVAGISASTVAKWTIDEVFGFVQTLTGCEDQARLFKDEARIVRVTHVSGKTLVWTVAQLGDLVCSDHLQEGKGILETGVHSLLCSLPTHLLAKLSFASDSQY
#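 First, the protein-peptide complex forms for 30 min at room temperature (L3MBTL1 50 nM, biotinylated H3K9me1 peptide 75 nM). Next, compounds are pin-transferred and incubated 30 min. Finally, AlphaScreen beads are added and read after 30 min.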
# * hit, by the source's call; u = inconclusive; [ ] = remark or other dose. % is scaled to controls: 0 for no effect and ±100 for the full control effect; potency is read from the fitted curve at half-maximal effect.
SMILES | L3MBTL1 block
CCOc1ccc(C(=O)NCC(=O)NCC(c2ccc(OC)cc2)N2CCOCC2)cc1OCC (configuration not stated) | 0%
CCOc1ccc(C(C)NC(=O)CN2C(=O)NC3(CCCCC3)C2=O)cc1OCC (configuration not stated) | -1%
O=C(OCC(=O)N1CCC(Cc2ccccc2)CC1)c1cncc(Br)c1 | -4%
O=C(NCCN1CCN(C(=O)c2cccc(OC(F)F)c2)CC1)c1cccc(OC(F)F)c1 | 2%
CCN1C(=NCCc2ccccn2)N[C@@H](c2cccc(C(F)(F)F)c2)C(C(=O)OC)=C1C | 3%
COc1ccc(NC(=O)c2cccnc2)cc1OCC(C)C | -4%
O=C(NCC(c1ccco1)N1CCCC1)c1cn(-c2ccccc2)nc1-c1ccc(F)cc1 (configuration not stated) | 8%
Nc1ccc(N2CCCC2)c(S(=O)(=O)Nc2cccc(C(F)(F)F)c2)c1 | -14%
Cc1ccc(S(=O)(=O)CCC(=O)OCC(=O)N2CCN(S(=O)(=O)c3ccccc3)CC2)cc1 | 6%
Cc1ccc(O)c(-c2cc(-c3ccc(F)cc3)no2)c1 | 0%
COc1c(C)cc(S(=O)(=O)NCc2ccccn2)c(C)c1C | -1%[2.29 µM]
CN1CCC(=O)N(CCOc2ccccc2)CC1 | -2%
CCN(C[C@H]1N[C@@](Cc2ccccc2)(C(=O)OC)[C@H]2C(=O)N(Cc3ccccc3)C(=O)[C@@H]12)C(=O)C1CCCCC1 | 2%
CC(Sc1nnc(C2CC2)n1C1CC1)C(=O)Nc1cccc(S(=O)(=O)N2CCOCC2)c1 (configuration not stated) | -1%
Cc1ccc(NC(=O)COC(=O)c2cc(=O)c3ccccc3o2)cc1F | 2%
O=C(COC(=O)CNS(=O)(=O)c1cccc(F)c1)NCCc1ccccc1 | 8%
NC(=O)c1ccsc1NC(=O)COC(=O)c1ccc([N+](=O)[O-])o1 | -8%
CN1C(=O)C(C)(C)N(C(=O)c2cccc([N+](=O)[O-])c2)c2ccccc21 | -1%
CSc1ccccc1NC(=O)CN(C)CC(=O)Nc1ccc(S(=O)(=O)N2CCCC2)cc1 | -7%
CC1CCCC(C)N1C(=O)COC(=O)CNC(=O)C12CC3CC(CC(C3)C1)C2 (configuration not stated) | 4%
CC(=O)Nc1ccc(C(=O)COC(=O)C2CCCCC2)c(F)c1 | 1%
O=C(NCC1CCCO1)c1ccccc1NS(=O)(=O)c1ccc(F)cc1 (configuration not stated) | -5%
O=C(COc1ccc2c(-c3ccccc3)cc(=O)oc2c1)NC1CCS(=O)(=O)C1 (configuration not stated) | -7%
Cc1ccc(O)c(NC(=O)Cc2ccc3ccccc3c2)c1 | -3%
CCc1n[nH]c(=S)n1/N=C/c1ccccn1 | -4%[2.29 µM]

SMILES | L3MBTL1 block
CCCCN(C(=O)C1=COCCO1)c1c(N)n(Cc2ccccc2)c(=O)[nH]c1=O | 7%
CCN(C(=O)COC(=O)CCOc1cccc(C)c1)c1c(N)n(Cc2ccccc2)c(=O)[nH]c1=O | 2%
O=C(N[C@H]1C/C=C\C[C@H](CC(=O)N(CCO)Cc2ccccc2)C(=O)N[C@H](Cc2c[nH]c3ccccc23)COC1=O)OCC1c2ccccc2-c2ccccc21 | -8%
COc1cccc(CC(=O)Nc2ccc(S(=O)(=O)Nc3nccs3)cc2)c1 | -6%
O=C(NCCOc1ccccc1)C1=CC=CN2CCS(=O)(=O)N=C12 | 1%
CN(CCc1ccccc1)C(=O)c1ccc(NC(=O)Cc2ccc([N+](=O)[O-])cc2)cc1 | -5%
Cc1cccc(C(=O)O[C@H]2[C@H](C)NS(=O)(=O)[C@H]3CC4C=C[C@]23O4)c1 | 3%
CC1(C)CC(=O)C(C(O)c2ccccc2)C(C)(C)N1 (configuration not stated) | 12%
O=C(O)c1ccccc1NS(=O)(=O)c1ccc(NN=Cc2ccc(F)cc2)c([N+](=O)[O-])c1 | -28%
COc1cc(N(Cc2ccccc2)Cc2ccccc2)c2ncn(C(C)C)c2c1 | u
O=C(Cn1nnc(-c2ccccc2)n1)NCC(=O)Nc1ccc(F)c(F)c1F | -1%
COC(=O)Nc1ccc2c(c1)N(C(=O)CCN(C)C)c1ccccc1CC2 | -7%
O=C(NCCc1ccccc1)c1ccccc1[N+](=O)[O-] | 3%
O=C(CCN1C(=O)c2ccccc2S1(=O)=O)N1CCN(c2ccc(F)cc2)CC1 | -8%
O=C(OCC(=O)c1ccc(Cl)cc1Cl)c1ccccn1 | u
CCN(C(=O)COC(=O)c1ccccc1NCCO)C1CCS(=O)(=O)C1 (configuration not stated) | -3%
COc1ccc(C(=O)OCc2cc(=O)n3c(C)csc3n2)cc1F | 3%
O=C(C1CCN(S(=O)(=O)c2ccc(Cl)cc2)CC1)N1CCC1 | 11%
CN(C(=O)COC(=O)c1cnc(Cl)c(Cl)c1)C1CCCCC1 | -1%
Cc1cc(NC(=O)COc2coc(CN3CCN(c4ccccc4)CC3)cc2=O)no1 | -1%
Cc1nc(Cc2nnc(SCC(=O)N3CCN(c4ccc(O)cc4)CC3)o2)cs1 | -3%
Cc1noc(C)c1NC(=O)Nc1cccc2c1O[C@H](CN(C)S(=O)(=O)c1cccs1)[C@@H](C)CN([C@H](C)CO)C2=O | 5%
COc1ccccc1OC(C)C(=O)Nc1ccc2c(c1)n(C)c(=O)n2C (configuration not stated) | -4%
CCOc1ccc(C(=O)NCC(=O)NNC(=O)C2COc3ccccc3O2)cc1OCC (configuration not stated) | -3%
CCCN(CC(=O)Nc1ccccc1C)C(=O)COc1c(C)cccc1C | 36%[activator]

SMILES | L3MBTL1 block
CC(OC(=O)COc1cccc2c1OC(C)(C)C2)C(=O)Nc1ccc(S(N)(=O)=O)cc1 (configuration not stated) | -5%
Cc1cc(C)cc(CSc2ccc(S(=O)(=O)N3CCCC3)cn2)c1 | 31%[activator]
CC(=O)c1ccccc1OCc1ccc(S(=O)(=O)Cc2ccccc2)cc1 | 4%
COc1ccc(C(=O)NCC(c2ccco2)N(C)C)cc1S(=O)(=O)NCc1ccc(Cl)cc1 (configuration not stated) | 4%
CC1CC(C)CN(C(=O)COC(=O)CCC(=O)c2cccs2)C1 (configuration not stated) | 3%
O=C1N[C@H](Cc2ccccc2)COC(=O)[C@@H](Cc2ccc(F)cc2)CC/C=C/C[C@H]1CC(=O)N(CCO)Cc1ccccc1 | -5%
Cc1cccc(NC(=O)CSc2nc3ccccc3c(=O)n2C)c1 | 8%
CC1(c2cccc(Br)c2)NC(=O)N(CC(=O)NC2CCCCC2)C1=O (configuration not stated) | -1%
O=C(COC(=O)CNC(=O)c1cccc(OC(F)F)c1)NNC(=O)c1ccccc1 | 0%
N#CCCN(C(=O)CSc1ncccn1)c1ccc2c(c1)OCCO2 | -2%
N#CCCN(C(=O)COC(=O)c1ccc2c(c1)OCO2)c1ccccc1 | 1%
O=C(CCNC(=O)c1ccc([N+](=O)[O-])cc1)Oc1ccc(F)c(F)c1 | 28%
COc1ccc(NC(=O)C2CC(=O)N(Cc3ccco3)C2)cc1Cl (configuration not stated) | 5%
Cc1ccc(C)c(-n2nnnc2SCC(=O)NCC2CCCO2)c1 (configuration not stated) | 6%
COc1nn(-c2ccccc2)c(=O)c(Cl)c1Cl | 7%
O=C1CCc2cc(NS(=O)(=O)c3ccccc3)cc3c2N1CCC3 | 5%
CC(=O)c1ccc(OCC(=O)N(C2CCCCC2)C2CCS(=O)(=O)C2)cc1 (configuration not stated) | 3%
COc1cc(/C=N/NC(=O)c2ccc3c(c2)OCCO3)cc(Br)c1O | -4%
COC(=O)C/C=C/N(Cc1ccccc1OC)S(=O)(=O)CCl | 9%
C=CCC(=O)N(CC)CC1CCCN(CCc2cccc(F)c2)C1 (configuration not stated) | 18%
Cc1ccc(C2(c3ccccc3)NC(=O)N(CC(=O)NCc3ccco3)C2=O)cc1C (configuration not stated) | 12%
CCCCn1c(-c2cccc(C)c2)nc2cc3[nH]c(=O)c(C(C)C)nc3cc21 | -3%
COc1ccc(OCCCC(=O)OCC(=O)Nc2ncc(Cl)cc2Cl)cc1 | -22%
NCC(c1ccccc1Cl)c1c[nH]c2ccccc12 (configuration not stated) | 11%
Cc1ccc(NC(=O)COC(=O)c2cccc(OC(F)F)c2)cc1S(=O)(=O)N1CCCCC1 | -1%

SMILES | L3MBTL1 block
C#CCOCCOCCOCCNc1nc(N2CCN(C(=O)[C@H](CC(N)=O)n3cc(C(N)[C@H](C)CC)nn3)CC2)nc(N2CCN(C(=O)[C@H](CC(N)=O)n3cc(C(N)[C@@H](C)CC)nn3)CC2)n1 (some centres not stated) | -8%
O=C(NCC(=O)N1CCN(Cc2ccc3c(c2)OCO3)CC1)c1ccccc1F | 0%
Cc1cc(C)c(C(=O)COC(=O)C2CCN(c3ccc(C(F)(F)F)cn3)CC2)c(C)c1 | 14%
CN(CC(=O)Nc1ccc(Cl)c(C(F)(F)F)c1)C(=O)c1cc(=O)c2ccccc2o1 | -2%
NC(=O)C1Cc2ccccc2CN1C(=O)c1cc(C2CC2)nn1-c1ccccc1 (configuration not stated) | 5%
COc1ccc(CCNCC(=O)Nc2ccc(C)c(Br)c2)cc1OC | 0%
CCOc1ccc(S(=O)(=O)N2CCCC(C(=O)NC3CC3)C2)cc1Cl (configuration not stated) | -11%
CCN(CC)CCCNC(=O)c1nn2c(C(F)(F)F)cc(-c3ccccc3)nc2c1Cl | 6%
CC(C)(C)c1ccc(OCCC(=O)OCC(=O)NC2CCCCC2)cc1 | -2%
CCOc1ccc(NC(=O)CN(C)C(=O)CSCc2ccc(C)cc2)cc1OCC | -5%
Cc1ccc2c(c1)N(C(=O)CCC(=O)NC1CCC(C)CC1)CCO2 (configuration not stated) | -1%
Cc1cc(Cl)c(C(=O)Nc2cccc(C(F)(F)F)c2)c(C)n1 | 1%
O=C1C=C(c2ccc(CO)cc2)C[C@@H](c2ccc3c(c2)OCO3)C1 | 1%
O=C(COC(=O)/C=C/c1ccc(OC(F)F)cc1)Nc1ccc2[nH]c(=O)[nH]c2c1 | 4%
COc1ccc(C(=O)OCC(=O)NCCc2ccc(F)cc2)cc1S(=O)(=O)N1CCOCC1 | 0%
CC(C)N(C(=O)[C@H]1C[C@H](CC(=O)NCc2cccc(C(F)(F)F)c2)C(=O)N2CCc3c([nH]c4ccc(Cl)cc34)[C@]12C)C(C)C | 5%
CN(CC(=O)Nc1cccc(F)c1)C(=O)c1csc2c1CCCC2 | -8%
C=CCN1C(=O)C(CC(=O)NCC)SC1=Nc1cc(Cl)ccc1Cl (configuration not stated) | 4%
COc1ccc([C@H](NC(=O)OC(C)(C)C)C(=O)OC(C)(C)C)cc1 | 7%
Cc1ccc(S(=O)(=O)N2CCN(C(=O)Cc3ccccc3)CC2)cc1C | -2%
Cc1cc(C(=O)CCC(=O)N(C)CC(=O)Nc2ccccc2Br)c(C)s1 | 2%
CCCCOc1ccc(C(=O)NCC(=O)N2CC(C)CC(C)C2)cc1 (configuration not stated) | 3%
COc1ccccc1C(=O)NCC(=O)NNC(=O)C1COc2ccccc2O1 (configuration not stated) | 3%
O=C(CSc1ccccn1)Nc1cccc(S(=O)(=O)N2CCCC2)c1 | -2%
Cc1ccccc1NC(=O)C1CCCN(c2nnc(N3CCCC3=O)s2)C1 (configuration not stated) | -3%

SMILES | L3MBTL1 block
Cc1c(C)c2ccc(OCC(=O)N3CCC(C(=O)O)CC3)c(C)c2oc1=O | -1%
NC(=O)CC(NC(=O)Cc1ccc(Br)cc1)c1ccc(NCCN2CCCC2)c([N+](=O)[O-])c1 (configuration not stated) | 0%
Cc1ccc(C(=O)OCC(=O)NCc2ccc(Cl)cc2Cl)o1 | -14%
Cc1ccc(OCCn2nnc3ccccc32)cc1C | 23%
COc1cccc(NC(=O)CSc2nccn(-c3ccc4c(c3)OCCO4)c2=O)c1 | -6%
CC(C)C[C@H]1CN=C(Nc2ccccc2)N1CC1CCC(C)CC1 (some centres not stated) | 3%
CCOC(=O)c1cnc2ccc(OCC)cc2c1NCCCN1CCOCC1 | 1%
COc1ccc(CN(C)CC(=O)NC(=O)NC2CCCCC2)cc1 | 0%
O=C(CN1C(=O)c2ccccc2S1(=O)=O)Nc1cc(S(=O)(=O)N2CCCCC2)ccc1Cl | -4%
N#CC1(NC(=O)CN2C(=O)NC3(CCCCCC3)C2=O)CCCCC1 | 3%
CCCCn1c(N)c(N(CCOC)C(=O)C2CCN(S(=O)(=O)c3ccc(C)cc3C)CC2)c(=O)[nH]c1=O | 7%
COc1ccc(S(=O)(=O)N2CCOCC2)cc1NC(=O)COC(=O)C1CCC1 | -3%
CCN(CC)CCNC(=O)C(=O)Nc1ccc2c(c1)N(S(=O)(=O)c1cccs1)CCC2 | 0%
COc1cccc(OCC(=O)Nc2ccncc2)c1 | 0%[2.29 µM]

# Sorted by value in L3MBTL1 block (high to low): some entries from above.
SMILES | L3MBTL1 block
CCCCn1c(N)c(N(CCOC)C(=O)C2CCN(S(=O)(=O)c3ccc(C)cc3C)CC2)c(=O)[nH]c1=O | 7%
CC(C)C[C@H]1CN=C(Nc2ccccc2)N1CC1CCC(C)CC1 (some centres not stated) | 3%
CCOC(=O)c1cnc2ccc(OCC)cc2c1NCCCN1CCOCC1 | 1%
COc1ccc(CN(C)CC(=O)NC(=O)NC2CCCCC2)cc1 | 0%
COc1ccc(S(=O)(=O)N2CCOCC2)cc1NC(=O)COC(=O)C1CCC1 | -3%
O=C(CN1C(=O)c2ccccc2S1(=O)=O)Nc1cc(S(=O)(=O)N2CCCCC2)ccc1Cl | -4%

# An excerpt (hit frequency here may not be typical).
